# Screens from PubChem.
# TcdB inh = blocks C. difficile toxin B glycohydrolase activity | P18177 | TcdB glycohydrolase enzymatic assay, plate reader | inhibition, % at 9.99 µM | hit rate 0.24% among 350,000 | AID 652162; in the data active = inhibition above about 10%
# PfHsp40 yeast = rescue of PfHsp40-mediated yeast toxicity. S. cerevisiae expressing PfHsp40, growth rescue, ATP luminescence. AID 504582. hit rate 0.68% among 340,000. growth rescue, % at 12.5 µM; in the data active = growth rescue above about 28%, passing the limit was not always enough; inconclusive = no clear call, values can overlap the other calls;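 note: yeast W303a lacking pdr1 and pdr3 grown in galactose medium; growth measured after three days at 30 °C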
# BoNT-A LC inh2 = blocks Botulinum neurotoxin A light chain protease | multiplex microsphere protease substrate cleavage, flow cytometry | inhibition, % at 10 µM | hit rate 0.17% among 360,000 | AID 588499; note: plate controls were buffer without enzyme for full effect and enzyme alone for no effect
# DUSP3 inh = inhibitors of human VHR1 phosphatase (DUSP3); inhibition, % at 13.3 µM; P51452; recombinant VHR phosphatase, pNPP absorbance; hit rate 0.52% among 290,000; AID 1654; in the data active = inhibition above about 50%; note: some compounds called inactive have numbers as strong as hits
# Target sequence (P51452 whole entry, looked up): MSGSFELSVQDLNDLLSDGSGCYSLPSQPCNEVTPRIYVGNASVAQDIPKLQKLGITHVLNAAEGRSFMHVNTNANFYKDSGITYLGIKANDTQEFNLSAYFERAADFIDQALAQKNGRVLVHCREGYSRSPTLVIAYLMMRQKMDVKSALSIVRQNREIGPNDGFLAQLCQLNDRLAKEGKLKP
# Anthrax LF prot = inhibitors of Bacillus anthracis lethal factor protease. P15917. inhibition, % at 10 µM. hit rate 0.12% among 360,000. AID 588501. multiplex microsphere protease cleavage assay, LF; note: plate controls were buffer without enzyme for full effect and enzyme alone for no effect
# Target sequence (P15917 whole entry, looked up): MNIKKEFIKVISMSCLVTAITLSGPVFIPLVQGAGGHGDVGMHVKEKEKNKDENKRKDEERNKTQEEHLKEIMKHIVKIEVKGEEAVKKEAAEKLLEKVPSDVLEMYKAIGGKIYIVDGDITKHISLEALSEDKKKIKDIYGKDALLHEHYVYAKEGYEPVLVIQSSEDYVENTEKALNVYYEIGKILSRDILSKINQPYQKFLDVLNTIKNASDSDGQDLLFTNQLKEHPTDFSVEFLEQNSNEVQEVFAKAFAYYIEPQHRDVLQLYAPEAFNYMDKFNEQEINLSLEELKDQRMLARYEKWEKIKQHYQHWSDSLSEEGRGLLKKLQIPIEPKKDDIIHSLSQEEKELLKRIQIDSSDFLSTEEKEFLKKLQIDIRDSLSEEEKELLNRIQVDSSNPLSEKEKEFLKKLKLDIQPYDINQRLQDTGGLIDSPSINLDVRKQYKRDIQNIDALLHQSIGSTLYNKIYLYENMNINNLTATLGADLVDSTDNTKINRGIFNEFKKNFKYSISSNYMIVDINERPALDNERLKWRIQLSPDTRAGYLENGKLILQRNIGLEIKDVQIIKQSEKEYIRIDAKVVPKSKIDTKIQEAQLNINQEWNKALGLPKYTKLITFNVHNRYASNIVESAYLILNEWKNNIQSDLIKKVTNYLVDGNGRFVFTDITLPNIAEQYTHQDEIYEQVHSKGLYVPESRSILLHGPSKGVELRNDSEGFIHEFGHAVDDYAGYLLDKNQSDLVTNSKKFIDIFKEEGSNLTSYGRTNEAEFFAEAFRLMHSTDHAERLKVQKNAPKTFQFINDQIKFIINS
# PriA SSB inh = K. pneumoniae PriA-SSBct interaction inhibition; AlphaScreen SSBct-PriA binding, biotinylated peptide; inhibition, % at 33 µM; hit rate 0.6% among 430,000; AID 1272365; in the data active = inhibition mostly above about 37%, no sharp cut-off; inactive = mostly below about 20%;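 note: plate controls were negative control peptide for no effect and reference peptide for full effect; strong numbers were not always called active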
# Vc quorum ag = inducers of Vibrio cholerae quorum light production without autoinducers; V. cholerae BH1578 lux reporter, luminescence, 6 h; activation, % at 18.7 µM; hit rate 0.16% among 350,000; AID 588436; in the data active = activation mostly above about 9.7%, no sharp cut-off; inconclusive = no clear call, values can overlap the other calls; inactive = mostly below about 3.7%; note: not every result past the cut was called active; inactives centre near 0; reference of the scale not given here
# 3CLpro inhibitor = SARS-CoV 3CLpro protease inhibition; recombinant SARS-CoV 3CLpro, quenched FRET peptide cleavage; inhibition, % at 6 µM; hit rate 0.14% among 290,000; P0C6X7; in the data active = inhibition above about 12%
# CCHFV vOTU inh = blocks the CCHF virus ovarian tumor domain protease; CCHFV vOTU protease, Pep-AMC fluorescence; inhibition, % at 11.5 µM; hit rate 0.55% among 370,000; AID 651958; in the data active = inhibition above about 30%; note: 0% = vehicle wells with enzyme and 100% = no enzyme wells
# Yp Topo-I inh = Y. pestis Topo-I inhibition via cleavage products; Y. pestis Topo-I cleavage product accumulation, plate reader; activity, % at 10 µM; hit rate 0.064% among 360,000; in the data active = activity above about 50%, passing the limit was not always enough; inconclusive = no clear call, values can overlap the other calls; note: inactives centre near 2
# Numbers without * were called inactive; i = inactive; ? = inconclusive; · = not tested or not shown. Cut-off read from the data, not from the text of the source, unless noted: active = inhibition above about 30%; inconclusive = no clear call, values can overlap the other calls; inactive = below that.
SMILES,TcdB inh,PfHsp40 yeast,BoNT-A LC inh2,DUSP3 inh,Anthrax LF prot,PriA SSB inh,Vc quorum ag,3CLpro inhibitor,CCHFV vOTU inh,Yp Topo-I inh
O=C1c2ccccc2CCC12N=NCC2c1ccccc1 (stereo not given),·,-0.4,-0.2,-3,-4,-20,-0.3,1,-5,3
CCOC(=O)Cn1nc(C)n(-c2ccc(C(C)C)cc2)c1=O,·,-0.8,-2.0,44,-4,-17,14,1,-4,6
COc1cc2c(cc1OC)C1[C@H]3C(=CC[C@H]1OC2O)CCN3C (stereo not given in full),-4.2,0.6,-0.2,·,6,-30,-0.5,·,27,-15
O=c1cc(CN2CCC(Cc3ccccc3)CC2)nc2sccn12,0.3,-0.1,0.1,20,1,0,-0.4,0,-4,0
COc1ccc2[nH]cc(CC(=O)O)c2c1,-0.6,-1.0,0.3,22,1,-5,0.2,-2,7,6
COc1ccc2[nH]c(=O)c(CN(CC3CCCO3)C(=O)Nc3ccccc3OC)cc2c1 (stereo not given),·,-1.4,-0.8,8,-5,-1,3.2,-5,-8,9
Cc1cccc(C)c1NC(=O)CN1CCN(c2ccc(F)cc2)CC1,1.8,·,0.0,·,-2,·,·,·,0,·
CCN1c2ccccc2NC2C1C(C(C)=O)C(=O)N2c1ccc(Cl)cc1 (stereo not given),-0.3,0.5,20,1,9,7,-0.4,0,22,-4
CCOC(=O)C1CCN(C(=O)C2COc3ccccc3O2)CC1 (stereo not given),0.0,-0.7,1.2,12,-2,-3,-0.4,-4,6,8
COCCNc1nc(NCC2CCCCC2)c2sc(-c3ccccc3)cc2n1,-1.5,·,0.6,·,5,·,i,·,24,12
CCC(NCc1cccnc1)c1ccc(OC)c(OC)c1 (stereo not given),0.3,-0.9,0.9,·,4,-6,-0.7,·,-14,-2
Cc1ccccc1NC(=O)Cc1nc(COC(=O)Cc2ccccc2)cs1,0.7,0.8,0.3,·,-1,-5,i,·,7,10
Cc1cc(C)c2cc(C#N)c(NCCCNC(=O)CCC(=O)O)nc2c1,·,-0.9,?,3,-2,-10,i,-8,-28,0
Cc1cccc(C(=O)NNC(=S)NC(=O)c2cccs2)c1,1.8,0.5,-3.7,-3,-4,1,-0.1,5,6,-5
COc1ccccc1CNC(=O)COC(=O)c1ccc(Cl)c(N)c1,0.1,0.6,-0.2,19,-3,-6,1.4,-1,1,2
O=C(COc1ccccc1)Nc1ccc2c(c1)C(=O)N(CC1CCCO1)C2=O (stereo not given),1.7,0.3,-0.9,5,-7,17,8.3,3,15,10
O=C(C1Cc2ccccc2CN1S(=O)(=O)c1ccc(F)cc1)N1CCOCC1 (stereo not given),-1.4,-1.0,-1.1,9,2,-8,i,2,-12,-4
Cc1ccc(C(=O)NC(=S)Nc2ccc3[nH]c(=O)[nH]c3c2)cc1,0.1,-0.1,0.3,17,-2,-9,i,-5,-7,-6
CCOc1ccccc1N(CC(=O)Nc1ccc(OC)c(OC)c1)S(=O)(=O)c1ccccc1,0.9,?,·,18,·,4,-0.4,1,7,9
COC(=O)CC(CP(=O)(O)CN(C)C=O)C(=O)OC (stereo not given),0.7,-0.9,-0.1,5,-2,-16,-0.5,-4,-16,2
Nn1cnc2sc3c(c2c1=O)CCC3,·,-0.5,0.5,2,1,-10,1.1,-4,2,1
O=[N+]([O-])c1ccc(NCc2ccccc2)nc1,-0.4,-0.3,0.2,-2,-1,-7,i,-8,3,5
CC(=O)C(Sc1nnnn1-c1ccccc1)C(C)=O,-0.1,0.6,-1.7,8,0,-4,-0.1,-2,-3,2
Cn1c(=O)c2c(ncn2CC(=O)N2CCN(c3ccc([N+](=O)[O-])cc3)CC2)n(C)c1=O,0.3,-0.7,?,26,-1,0,-0.6,2,9,-2
COc1ccc(/C=N/NC(=O)CN2CCS(=O)(=O)CC2)cc1,·,1.8,0.8,31,0,·,1.3,2,4,-3
Cc1ccsc1/C=N/NC(=O)c1ccc2nc[nH]c2c1,·,-0.5,-0.1,8,0,·,-0.3,2,14,2
O=C(O)CCCCCN1C(=O)/C(=C\c2cn(-c3ccccc3)nc2-c2cccs2)SC1=S,0.8,-0.1,-0.1,13,-6,21,i,-4,17,4
N/C(=N\OC(=O)C1CCCCC1)c1ccccn1,·,-0.4,-0.2,14,-1,·,-0.3,-6,-6,5
O=C(C=Cc1ccccc1O)c1ccccc1O,0.1,19,0.1,·,-2,·,-1.3,·,13,-9
CCn1c(C(=O)N2CCC(C(=O)NCc3ccc4c(c3)OCO4)CC2)cc2sccc21,-0.5,0.1,0.1,3,-3,-6,-0.3,-2,-2,33
CC(C)CN(CCNC(=O)CN1C(=O)CSc2ccc(S(=O)(=O)N3CCOCC3)cc21)CC(C)C,0.5,-2.6,-0.1,18,7,5,-0.4,-1,-3,18
CCCC(=O)N(Cc1cc2cc(OC)ccc2[nH]c1=O)c1ccccc1OC,1.1,·,-0.2,·,-12,·,-0.3,·,-11,14
COc1cc(/C=N/n2cnnc2)ccc1OS(=O)(=O)c1ccccc1[N+](=O)[O-],2.0,-0.9,-0.2,-10,-1,·,1.6,0,3,-6
Cc1ccc(S(=O)(=O)c2nc(-c3ccccc3)oc2N2CCC(C(N)=O)CC2)cc1,0.5,-0.1,0.5,21,0,-6,i,3,9,22
CC(C)=C(NC(=O)c1ccccc1)C(=O)NC(Cc1ccccc1)C(=O)O (stereo not given),-1.8,-6.1,-0.6,23,3,-14,15*,-4,5,3
Cc1cc(Nc2cc(F)ccc2C)n2nc(C)nc2n1,-0.2,-1.5,0.3,26,5,-3,-0.4,0,6,-3
COc1ccc(S(=O)(=O)N2CCOC2CNC(=O)C(=O)NCc2ccc(F)cc2)cc1 (stereo not given),0.3,0.7,0.0,2,-2,10,-0.2,-1,13,-1
O=C(NNC(=O)c1ccc(Br)s1)c1csc(N2CCOCC2)n1,1.0,-1.8,1.2,·,-2,5,i,·,6,-3
CCc1ccc(Sc2cc(C(=O)NCCN3CCOCC3)c3ccccc3n2)cc1,·,-1.0,1.0,4,0,-10,-0.3,3,-6,21
CCCn1nc(C(=O)OCn2nnc3ccccc3c2=O)c2ccccc2c1=O,1.1,-1.4,-0.2,-1,0,7,2.1,2,4,-2

# An excerpt from above in order of length of the SMILES, high to low.
SMILES,TcdB inh,PfHsp40 yeast,BoNT-A LC inh2,DUSP3 inh,Anthrax LF prot,PriA SSB inh,Vc quorum ag,3CLpro inhibitor,CCHFV vOTU inh,Yp Topo-I inh
CC(C)CN(CCNC(=O)CN1C(=O)CSc2ccc(S(=O)(=O)N3CCOCC3)cc21)CC(C)C,0.5,-2.6,-0.1,18,7,5,-0.4,-1,-3,18
O=C(O)CCCCCN1C(=O)/C(=C\c2cn(-c3ccccc3)nc2-c2cccs2)SC1=S,0.8,-0.1,-0.1,13,-6,21,i,-4,17,4
COc1cc(/C=N/n2cnnc2)ccc1OS(=O)(=O)c1ccccc1[N+](=O)[O-],2.0,-0.9,-0.2,-10,-1,·,1.6,0,3,-6
COc1ccc(S(=O)(=O)N2CCOC2CNC(=O)C(=O)NCc2ccc(F)cc2)cc1 (stereo not given),0.3,0.7,0.0,2,-2,10,-0.2,-1,13,-1
CC(C)=C(NC(=O)c1ccccc1)C(=O)NC(Cc1ccccc1)C(=O)O (stereo not given),-1.8,-6.1,-0.6,23,3,-14,15*,-4,5,3
CCc1ccc(Sc2cc(C(=O)NCCN3CCOCC3)c3ccccc3n2)cc1,·,-1.0,1.0,4,0,-10,-0.3,3,-6,21
CCCn1nc(C(=O)OCn2nnc3ccccc3c2=O)c2ccccc2c1=O,1.1,-1.4,-0.2,-1,0,7,2.1,2,4,-2
O=C(NNC(=O)c1ccc(Br)s1)c1csc(N2CCOCC2)n1,1.0,-1.8,1.2,·,-2,5,i,·,6,-3
Cc1cc(Nc2cc(F)ccc2C)n2nc(C)nc2n1,-0.2,-1.5,0.3,26,5,-3,-0.4,0,6,-3
N/C(=N\OC(=O)C1CCCCC1)c1ccccn1,·,-0.4,-0.2,14,-1,·,-0.3,-6,-6,5
O=C(C=Cc1ccccc1O)c1ccccc1O,0.1,19,0.1,·,-2,·,-1.3,·,13,-9

# New compounds follow:
SMILES,TcdB inh,PfHsp40 yeast,BoNT-A LC inh2,DUSP3 inh,Anthrax LF prot,PriA SSB inh,Vc quorum ag,3CLpro inhibitor,CCHFV vOTU inh,Yp Topo-I inh
CCN(CC)CCNc1nc2ccccc2n1C,·,-1.9,0.2,6,0,-5,-14,0,-1,-4
Cc1ccc(Cn2nnnc2CN2CCC(NC(=O)c3ccccc3F)CC2)cc1,·,-1.0,0.3,28,0,-26,i,-1,3,8
Cc1ccc(N(C)S(=O)(=O)c2cccc(C(=O)Oc3ccc4c(C)cc(=O)oc4c3)c2)cc1,-0.4,-1.3,-1.2,-4,-2,-21,-0.3,4,-194,3
NC(N)=Nc1nc(CSCC/C(N)=N/S(N)(=O)=O)cs1,0.9,1.5,0.0,5,-5,·,0.8,-1,3,-8
CCOc1ccccc1NC(=O)CN(c1ccc(OC)c(OC)c1)S(=O)(=O)c1ccc(C)cc1,1.5,·,0.1,·,-2,·,i,·,1,25
Cc1ccccc1C(=O)OCn1nnc2ccccc2c1=O,1.1,4.3,0.0,3,-12,-18,-1.5,-1,-2,11
CCOC(=O)C1=C(C)c2ccccc2OC1(C)C(=O)OCC (stereo not given),0.3,0.5,-0.2,·,4,-21,i,·,11,0
COc1ccc(CCNC(=O)CN2C(=O)CCSc3ccccc32)c(OC)c1,1.8,0.8,-3.8,6,0,-11,-6.2,3,2,11
N#CC1(NC(=O)COC(=O)c2cccc(-n3cnnn3)c2)CCCCC1,0.1,-0.7,-0.1,·,0,-11,-1.2,·,-5,-3
O=C(NCc1ccccc1)c1nc(S(=O)(=O)Cc2ccccc2)ncc1Cl,3.8,0.8,0.2,6,0,-13,-0.3,-4,13,8
CCN(CC(=O)Nc1ccc(Br)cc1)CC(=O)Nc1cc(C)on1,2.4,-0.3,1.8,·,?,-1,-0.2,·,17,2
Cc1ccc(-c2nn3cnnc3c3ccccc23)cc1C,1.0,2.7,-0.3,14,-4,-6,-0.1,0,20,0
CCN(CC)S(=O)(=O)c1ccc(N(C)Cc2cccnc2)nc1,·,-0.3,-0.3,20,0,-15,i,3,7,5
Cc1nc2cc(NC(=O)Nc3cccc([N+](=O)[O-])c3)ccc2n1C,3.5,-1.6,-0.6,22,-9,-17,-0.3,-1,-10,6
CC1CCCCC12NC(=O)N(CC(=O)N1CCN(C(=O)c3ccco3)CC1)C2=O (stereo not given),1.0,-1.4,-0.4,·,-2,1,i,·,-6,5
CC1(c2cccc(Br)c2)NC(=O)N(CC(=O)N2CCN(C(=O)c3ccco3)CC2)C1=O (stereo not given),-1.5,-0.6,-1.9,·,-2,3,-2.6,·,-6,11
CC1(C(=O)NCCCNc2ncc(C(F)(F)F)cc2Cl)C=CCN1C(=O)c1ccccc1 (stereo not given),-0.2,0.0,0.5,9,8,-5,-0.8,-1,7,23
COC(=O)CSC1=C(C#N)C(c2cccc(F)c2)CC(=O)N1 (stereo not given),·,0.3,0.1,21,0,-28,i,-1,-1,-9
Cc1ccc(Nc2ncccc2C(=O)NCc2cccs2)c(C)c1,·,-0.3,?,19,-4,-6,-1.7,0,5,4
COc1ccc(CN2CCN(C(=O)c3ccc4c(c3)CCC4)CC2)cc1OC,0.6,1.4,-0.9,·,3,-4,-0.2,·,4,9
COc1ccc(NC(=O)CN(C)S(=O)(=O)c2ccc(C)cc2)c([N+](=O)[O-])c1,-3.3,0.7,-0.7,43,2,-11,i,4,-10,1

# The list is partial (hit frequency here may not be typical).
